Compound activity deposited in PubChem BioAssay by National Center for Advancing Translational Sciences (NCATS).
GALK inh = GALK (human) enzyme inhibition; 44,000 tested, under 10 active; recombinant GALK, Kinase-Glo ATP luminescence, 1 h; AID 1347072; Potency, µM (top dose mostly 57.5 µM), for the others: top-dose activity, negative = inhibition, most hits filed as inhibitors;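 further: plate controls were full GALK reaction for no effect and reaction lacking GALK for full effect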
Target sequence (P51570 whole entry, looked up): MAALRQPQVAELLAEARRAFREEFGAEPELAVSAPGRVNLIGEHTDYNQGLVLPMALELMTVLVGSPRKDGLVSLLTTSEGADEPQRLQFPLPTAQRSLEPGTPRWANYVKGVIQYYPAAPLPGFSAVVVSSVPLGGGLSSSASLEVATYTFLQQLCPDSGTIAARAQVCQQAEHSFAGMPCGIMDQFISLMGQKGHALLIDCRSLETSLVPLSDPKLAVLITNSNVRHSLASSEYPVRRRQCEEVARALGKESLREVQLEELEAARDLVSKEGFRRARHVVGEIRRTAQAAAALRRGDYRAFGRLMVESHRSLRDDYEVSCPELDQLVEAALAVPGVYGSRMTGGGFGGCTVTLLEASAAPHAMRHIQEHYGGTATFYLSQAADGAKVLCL
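Luminescent ATP-depletion readout (Kinase-Glo Plus) after 1 h room-temperature incubation of human GALK (5 nM) with galactose 100 µM and ATP 35 µM, pH 8.0 HEPES/Mg2+ buffer; compounds tested in qHTS format.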
FH mod = Identification of activators of human fumarate hydratase by quantitative high-throughput screening. AID 1347055, 2019. Fumarate hydratase, mitochondrial (Homo sapiens), P07954. FH coupled MDH/diaphorase resazurin fluorescence, 15 min. Potency, µM (series often up to 79.9 µM), without a hit: top-dose activity change, negative = inhibition, most hits filed as inhibitors. 54,000 compounds, 0.22% hits; further: potency means the concentration at half of the fitted maximal effect; on the % scale 0 is the no-effect control and ±100 the full control effect; the screen sought activators but most active calls are inhibition curves; nearly all actives have a fitted effect of over 45% in size
NTMT1 inh = inhibitors of human N-terminal methyltransferase NTMT1 | NTMT1 MTase-Glo SAH luminescence, purified enzyme | Potency, µM (top dose mostly 114 µM), inactives show at the highest dose activity change, negative = inhibition, hits mostly inhibitors | 59,000 compounds, 2.5% hits;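 further: potency means the concentration at half of the fitted maximal effect; plate controls were DMSO vehicle for no effect and no enzyme for full effect; nearly all actives have a fitted effect of over 65% in size; many of its hits are not listed in these tables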
Target sequence (Q9BV86 whole entry, looked up): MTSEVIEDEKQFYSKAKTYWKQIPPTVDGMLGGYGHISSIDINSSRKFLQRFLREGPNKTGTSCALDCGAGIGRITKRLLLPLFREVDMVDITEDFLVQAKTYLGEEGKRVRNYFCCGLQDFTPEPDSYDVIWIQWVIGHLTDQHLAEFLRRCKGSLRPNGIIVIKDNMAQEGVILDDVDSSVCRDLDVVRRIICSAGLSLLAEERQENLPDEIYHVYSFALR
p53null 32C tox = selectivity test: cytotoxicity in p53 null cells, permissive temperature | 55,000 compounds, 0.62% hits | Potency, µM (doses to about 46.1 µM), without a hit: at the top dose activity change, negative = cytotoxicity, most hits filed as cytotoxic | H1299-neo p53 null cells, ATP luminescence, 24 h, 32C;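 further: potency means the concentration at half of the fitted maximal effect; 0% = DMSO only and -100% = full killing by 100 µM tamoxifen; nearly all actives have a fitted effect of over 55% in size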
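H1299-neo (p53 null) cells, 600/well, treated 24 h at 32C with compound up to 46 uM; ATPlite luminescence viability, normalized to DMSO and 100 uM tamoxifen; AC50 by Hill fit.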
PTAP-TSG101 blk = blocks PTAP binding to human TSG101, validation; Q99816; Fluorescence polarization, FITC-PTAP peptide/Tsg101, 20 min; Potency, µM (doses to about 115 µM), for inactives: at the highest dose activity change, negative = inhibition, most hits filed as inhibitors; 44,000 tested, under 10 active; further: potency means the concentration at half of the fitted maximal effect; 0% is about no effect
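Fluorescence polarization binding of Tsg101 binding domain (10 uM final) to FITC-labeled PTAP-motif peptide (50 nM final) in HEPES pH 7.5/NaCl/Tween 20/EDTA/TCEP buffer; 20 min at r.t. Actives by curve class, <25 µM, efficacy <60% inhibition.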
p53null 39C tox = kills p53 null cells at the nonpermissive temperature; AID 904; H1299 p53-null (neo) cells, 39C, ATPlite viability, 24 h; 55,000 compounds, 0.97% hits; Potency, µM (top dose mostly 46.1 µM), inactives show top-dose activity, negative = cell killing, hits mostly cytotoxic;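 further: potency means the concentration at half of the fitted maximal effect; 0% = DMSO only and -100% = full killing by 100 µM tamoxifen; nearly all actives have a fitted effect of over 50% in size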
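ATP-luminescence viability readout (ATPlite, 20 min RT) after 24 hr compound treatment at 39C of H1299-neo or H1299-p53A138V cells; titration up to 46 uM; normalized to DMSO and 100 uM tamoxifen; Hill-fit AC50.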
B2AR arrestin ag = ADRB2 beta-arrestin recruitment. 44,000 tested, under 10 active. AID 1347077. Potency, µM (doses to about 46.1 µM), for inactives: top-dose activation, actives largely listed as activators. HTLA Tango cells, beta-arrestin recruitment, luciferase luminescence, 18 h. P07550;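 further: potency means the concentration at half of the fitted maximal effect; 0% = DMSO and full agonism = EC100 isoproterenol or metaproterenol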
Target sequence (P07550 whole entry, looked up): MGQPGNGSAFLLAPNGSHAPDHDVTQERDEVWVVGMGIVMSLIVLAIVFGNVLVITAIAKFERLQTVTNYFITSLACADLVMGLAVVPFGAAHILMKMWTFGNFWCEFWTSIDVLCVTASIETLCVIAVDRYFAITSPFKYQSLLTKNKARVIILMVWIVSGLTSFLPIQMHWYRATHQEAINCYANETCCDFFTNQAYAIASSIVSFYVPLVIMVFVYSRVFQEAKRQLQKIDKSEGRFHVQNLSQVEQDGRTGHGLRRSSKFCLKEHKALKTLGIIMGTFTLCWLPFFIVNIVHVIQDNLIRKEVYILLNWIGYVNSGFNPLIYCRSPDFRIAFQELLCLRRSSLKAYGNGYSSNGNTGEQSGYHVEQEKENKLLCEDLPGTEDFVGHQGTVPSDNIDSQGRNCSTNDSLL
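Tango cells (recombinant beta2-AR, beta-arrestin, tTA-driven luciferase), 1500/well in DMEM 1% FBS, treated 18 h at 37 °C with compounds up to 46 µM; luciferin mix added, luminescence read after 15 min; %activity curves fitted and curve-classed.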
An asterisk follows results filed as active; [ ] = remark or other dose. The call rests on the fitted dose curve; in most records, active means well fitted curve in the direction sought with a large enough effect; inconclusive means small, poorly fitted or top-dose-only effect, or another doubt; inactive means no such curve, though single readings can be large; an effect the other way counts as inactive or inconclusive. Only part of the results is shown; count on the stated rates, not on these rows.

Results for Cc1ccc(NC(=O)c2cnn3c(C(F)F)cc(-c4ccccc4)nc23)cc1F ?
GALK inh: 0%; FH mod: -22%; NTMT1 inh: -2%; p53null 32C tox: -3%; PTAP-TSG101 blk: 2%; p53null 39C tox: 4%; B2AR arrestin ag: -2%

What do the screens show for `COc1ccc(-n2nc(C(=O)N3CCN(c4cccc(C)c4)C(C)C3)c3c4ccccc4n(C)c3c2=O)cc1` (configuration not stated)?
GALK inh: 0%; FH mod: 7%; NTMT1 inh: 10%; p53null 32C tox: 6%; PTAP-TSG101 blk: -4%; p53null 39C tox: inconclusive; B2AR arrestin ag: -1%

Results for COc1ccc(Cn2c(C(=O)O)c(CNCCc3ccco3)c3ccc(C)cc32)cc1 ?
GALK inh: -1%; FH mod: -19%; NTMT1 inh: -3%; p53null 32C tox: -9%; PTAP-TSG101 blk: -2%; p53null 39C tox: 0%; B2AR arrestin ag: 2%

How did CNC(=O)C1CCC(Cn2c(=O)c3sccc3n(CC(=O)NCc3ccc(OC)cc3)c2=O)CC1 (configuration not stated) do in these assays?
GALK inh: 0%; FH mod: -7%; NTMT1 inh: -7%; p53null 32C tox: -5%; PTAP-TSG101 blk: 3%; p53null 39C tox: 13%; B2AR arrestin ag: 0%

How did CCOC(=O)c1cnc2ccc(OC)cc2c1NCCc1ccccc1 do in these assays?
GALK inh: 0%; FH mod: -15%; NTMT1 inh: -2%; p53null 32C tox: 31%[activator]; PTAP-TSG101 blk: -5%; p53null 39C tox: inconclusive; B2AR arrestin ag: -1%

How did Cc1ccc(CNC(=O)Cc2coc3cc(C)cc(C)c23)cc1 do in these assays?
GALK inh: 0%; FH mod: -6%; NTMT1 inh: inconclusive; p53null 32C tox: -7%; PTAP-TSG101 blk: 0%; p53null 39C tox: -4%; B2AR arrestin ag: 0%

Results for COc1ccc(CCNc2oc(COc3cccc(C)c3)nc2C#N)cc1OC ?
GALK inh: -1%; FH mod: inconclusive; NTMT1 inh: 7%; p53null 32C tox: 3%; PTAP-TSG101 blk: 1%; p53null 39C tox: 49%; B2AR arrestin ag: -2%

Results for CCC(C)Nc1nc2c(c(=O)[nH]c(=O)n2C)n1Cc1ccc(F)cc1 (configuration not stated) ?
GALK inh: 0%; FH mod: -2%; NTMT1 inh: -6%; p53null 32C tox: 2%; PTAP-TSG101 blk: -3%; p53null 39C tox: inconclusive; B2AR arrestin ag: -2%

What do the screens show for `Cc1ccc(NC(=O)CSc2nccn2C2CCCC2)cc1`?
GALK inh: 0%; FH mod: -6%; NTMT1 inh: inconclusive; p53null 32C tox: -6%; PTAP-TSG101 blk: -4%; p53null 39C tox: -2%; B2AR arrestin ag: -2%

Results for CCOC(=O)CNC(=O)Nc1cc(C(=O)NCc2cccc(F)c2)ccc1N1CCCC1 ?
GALK inh: -2%; FH mod: -8%; NTMT1 inh: 14%; p53null 32C tox: 2%; PTAP-TSG101 blk: -5%; p53null 39C tox: 6%; B2AR arrestin ag: 0%

What do the screens show for `CCOC(=O)c1noc2ncnc(Nc3ccc(C)c(F)c3)c12`?
GALK inh: 0%; FH mod: -18%; NTMT1 inh: 9%; p53null 32C tox: 1%; PTAP-TSG101 blk: 0%; p53null 39C tox: 7%; B2AR arrestin ag: -1%

How did COc1ccccc1NC(=O)CN1C(=O)c2ccccc2Sc2ccc(C(=O)N3CCCC3)cc21 do in these assays?
GALK inh: 4%; FH mod: -3%; NTMT1 inh: 4%; p53null 32C tox: inconclusive; PTAP-TSG101 blk: 2%; p53null 39C tox: 7%; B2AR arrestin ag: 1%

Results for COC(=O)c1ccc(-c2nc3cc(NC(C)=O)ccc3o2)cc1 ?
GALK inh: 6%; FH mod: -4%; NTMT1 inh: -5%; p53null 32C tox: -2%; PTAP-TSG101 blk: 1%; p53null 39C tox: 13%; B2AR arrestin ag: 1%

Results for CCOC(=O)c1c(C)[nH]c(C)c1S(=O)(=O)NCC(=O)Nc1cccc(Cl)c1 ?
GALK inh: 1%; FH mod: 4%; NTMT1 inh: -12%; p53null 32C tox: 9%; PTAP-TSG101 blk: -3%; p53null 39C tox: -16%; B2AR arrestin ag: 0%

How did COc1cccc(N2CCN(C(=O)c3ccc(NC(=O)c4nsc5ccccc45)cc3)CC2)c1 do in these assays?
GALK inh: -9%; FH mod: -21%; NTMT1 inh: -13%; p53null 32C tox: -18%; PTAP-TSG101 blk: -1%; p53null 39C tox: -22%; B2AR arrestin ag: 0%

Three compounds drawn at random from those above:
Results for CCC(C)Nc1nc2c(c(=O)[nH]c(=O)n2C)n1Cc1ccc(F)cc1 (configuration not stated) ?
GALK inh: 0%; FH mod: -2%; NTMT1 inh: -6%; p53null 32C tox: 2%; PTAP-TSG101 blk: -3%; p53null 39C tox: inconclusive; B2AR arrestin ag: -2%

What do the screens show for `Cc1ccc(NC(=O)CSc2nccn2C2CCCC2)cc1`?
GALK inh: 0%; FH mod: -6%; NTMT1 inh: inconclusive; p53null 32C tox: -6%; PTAP-TSG101 blk: -4%; p53null 39C tox: -2%; B2AR arrestin ag: -2%

How did CCOC(=O)c1cnc2ccc(OC)cc2c1NCCc1ccccc1 do in these assays?
GALK inh: 0%; FH mod: -15%; NTMT1 inh: -2%; p53null 32C tox: 31%[activator]; PTAP-TSG101 blk: -5%; p53null 39C tox: inconclusive; B2AR arrestin ag: -1%

(cont.)
What do the screens show for `COc1ccc(-c2nc(C)c(CCNC(=O)C(=O)Nc3c(C)cccc3C)s2)cc1OC`?
GALK inh: -1%; FH mod: -7%; NTMT1 inh: 11%; p53null 32C tox: -6%; PTAP-TSG101 blk: -2%; p53null 39C tox: 16%; B2AR arrestin ag: 0%

What do the screens show for `Cc1ccc(CNC(=O)C2CCN(S(=O)(=O)c3c(C)noc3/C=C/c3cccs3)CC2)cc1`?
GALK inh: 8%; FH mod: -21%; NTMT1 inh: -2%; p53null 32C tox: 7%; PTAP-TSG101 blk: -1%; p53null 39C tox: 7%; B2AR arrestin ag: 1%

What do the screens show for `Cc1oc(-c2cccc(Cl)c2)nc1CN1CCC(C(=O)NCCc2ccc(Cl)cc2)CC1`?
GALK inh: -15%; FH mod: -1%; NTMT1 inh: -8%; p53null 32C tox: -4%; PTAP-TSG101 blk: -3%; p53null 39C tox: -13%; B2AR arrestin ag: 0%

How did Cc1nn(CC(=O)NCc2ccc(OC(C)C)cc2)c(=O)c2c(C)n(-c3ccc(Cl)cc3)nc12 do in these assays?
GALK inh: inconclusive; FH mod: -2%; NTMT1 inh: 9%; p53null 32C tox: -2%; PTAP-TSG101 blk: -6%; p53null 39C tox: -14%; B2AR arrestin ag: 0%

What do the screens show for `Cc1cc(C(=O)NCc2cccc(Br)c2)c2c(C)nn(-c3ccccc3)c2n1`?
GALK inh: -3%; FH mod: 6%; NTMT1 inh: 17%; p53null 32C tox: 2%; PTAP-TSG101 blk: -9%; p53null 39C tox: -10%; B2AR arrestin ag: 0%

What do the screens show for `CCc1cccc(C)c1Nc1c(-c2ccc(SC)cc2)nc2sccn12`?
GALK inh: 0%; FH mod: -11%; NTMT1 inh: -22%; p53null 32C tox: 20%; PTAP-TSG101 blk: 0%; p53null 39C tox: 37%[activator]; B2AR arrestin ag: -2%

Results for CCc1ccc(NC(=O)CSc2ccc3nnc(CCNS(=O)(=O)c4ccc(OC)cc4)n3n2)cc1 ?
GALK inh: 0%; FH mod: -7%; NTMT1 inh: 0%; p53null 32C tox: -9%; PTAP-TSG101 blk: -3%; p53null 39C tox: -26%; B2AR arrestin ag: 2%

What do the screens show for `COc1ccc(NC(=O)c2sc3nc[nH]c(=O)c3c2C)cc1OC`?
GALK inh: -1%; FH mod: -4%; NTMT1 inh: 7%; p53null 32C tox: 7%; PTAP-TSG101 blk: 1%; p53null 39C tox: 5%; B2AR arrestin ag: 3%

How did CCOC(=O)c1ccc(NC(=O)c2oc3ccc4c(c3c2C)C(=O)CC(C)(CC)O4)cc1 (configuration not stated) do in these assays?
GALK inh: 1%; FH mod: -7%; NTMT1 inh: -1%; p53null 32C tox: inconclusive; PTAP-TSG101 blk: 0%; p53null 39C tox: 3.2µM*; B2AR arrestin ag: -3%

Results for Cc1cc(-c2ccc(S(=O)(=O)Nc3ccc(Cl)cc3)cc2)on1 ?
GALK inh: 0%; FH mod: -18%; NTMT1 inh: -10%; p53null 32C tox: 16%; PTAP-TSG101 blk: -9%; p53null 39C tox: 5%; B2AR arrestin ag: 0%

How did Cc1c(Cl)cccc1NC(=O)CSc1nc(=O)n(CCN2CCOCC2)c2c1CCC2 do in these assays?
GALK inh: -2%; FH mod: 2%; NTMT1 inh: 5%; p53null 32C tox: 1%; PTAP-TSG101 blk: 0%; p53null 39C tox: 16%; B2AR arrestin ag: 0%

How did COc1ccccc1NC(=O)c1sc2nc(C)c(C(=O)Nc3ccc(C)cc3C)c(-c3ccccc3Cl)c2c1N do in these assays?
GALK inh: 7%; FH mod: -12%; NTMT1 inh: 3%; p53null 32C tox: 4%; PTAP-TSG101 blk: 3%; p53null 39C tox: 20%; B2AR arrestin ag: -2%

Results for Cn1c(=O)n(-c2ccc3c(c2)OCO3)c2nc(-c3ccccc3)nc(C(N)=O)c21 ?
GALK inh: 17%; FH mod: 4%; NTMT1 inh: inconclusive; p53null 32C tox: -6%; PTAP-TSG101 blk: 0%; p53null 39C tox: 3%; B2AR arrestin ag: 1%

How did CCOC(=O)C1CCN(C(=O)c2ccc(-n3ccc4ccccc43)s2)CC1 do in these assays?
GALK inh: -2%; FH mod: -23%; NTMT1 inh: -8%; p53null 32C tox: -6%; PTAP-TSG101 blk: 1%; p53null 39C tox: -22%; B2AR arrestin ag: -1%

Results for O=C(NCCc1ccc(Cl)cc1)c1ccc(CS(=O)Cc2ccccc2Cl)o1 (configuration not stated) ?
GALK inh: -7%; FH mod: -13%; NTMT1 inh: -4%; p53null 32C tox: -11%; PTAP-TSG101 blk: 1%; p53null 39C tox: inconclusive; B2AR arrestin ag: 0%

How did CCOC(=O)c1sc2ccccc2c1S(=O)(=O)Nc1ccc(N(C)C)cc1 do in these assays?
GALK inh: 2%; FH mod: inconclusive; NTMT1 inh: -7%; p53null 32C tox: 8%; PTAP-TSG101 blk: 0%; p53null 39C tox: 25%; B2AR arrestin ag: 3%

How did O=S1(=O)c2ccccc2N(Cc2ccc(F)cc2)c2ccccc21 do in these assays?
GALK inh: 4%; FH mod: -23%; NTMT1 inh: -3%; p53null 32C tox: -2%; PTAP-TSG101 blk: -5%; p53null 39C tox: 12%; B2AR arrestin ag: 1%
